MEKK3 PB1 HTS: modulators of MEKK3-MEK5 PB1 binding, primary screen, biochemical, wildtype MEKK3, multiplex bead flow cytometry, Alexa488-MEK5; Mitogen-activated protein kinase kinase kinase 3 (Homo sapiens), Q99759; bead-based flow cytometry, Alexa488-MEK5 binding to MEKK3; actives lie on both sides; 0 = blocked by unlabeled MEK5, 100 = vehicle; binding response (% of control), % at 10 µM; 290,000 compounds, 1.4% hits; AID 1529, 2009;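 active means binding response more than 3 SD above or below the average of its plate-row segment, actives on both sides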;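 further: Alexa488 bead fluorescence after subtracting the streptavidin-only scavenger bead signal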
PHOSPHO1 block: PubChem AID 1565 | Phosphoethanolamine/phosphocholine phosphatase (Homo sapiens), Q8TCT1 | recombinant PHOSPHO1, absorbance phosphatase assay | inhibition, % at 13.3 µM | 290,000 compounds, 1.1% hits; in the data active means inhibition above about 60%
Target sequence (Q8TCT1 whole entry, looked up): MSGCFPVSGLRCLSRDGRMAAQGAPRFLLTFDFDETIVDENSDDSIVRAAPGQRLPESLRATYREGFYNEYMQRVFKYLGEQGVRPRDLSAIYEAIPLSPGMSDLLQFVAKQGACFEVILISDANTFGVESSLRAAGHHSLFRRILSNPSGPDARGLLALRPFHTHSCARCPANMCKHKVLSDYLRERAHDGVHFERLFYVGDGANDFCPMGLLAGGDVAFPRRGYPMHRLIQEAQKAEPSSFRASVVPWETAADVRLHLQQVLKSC
V1aR counter: agonists of human V1a receptor, primary screen, counter-screen for OXTR agonist project, fluorescence, CHO-V1R cells. 320,000 compounds, 0.25% hits. activation, % at 3 µM. Fluo-8 calcium fluorescence, agonist mode; 0% DMSO, 100% 3 nM vasopressin. Vasopressin V1a receptor (Homo sapiens), P37288;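 active means activation above the mean activation of all tested compounds plus 3 SD, per screening run, cut at about 20% in these data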;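 further: signal is peak over basal fluorescence ratio across a 100 second FLIPR read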
OXTR ag: human OXTR agonists, primary screen, fluorescence, CHO-OTR cells, Fluo-8 calcium; Fluo-8 calcium fluorescence; normalized: DMSO 0%, oxytocin 100%; activation, % at 3 µM; 320,000 compounds, 0.32% hits; AID 2435, 2010;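 active means activation above the mean of all tested compounds plus 3 SD, cutoff set per screening run, cut at about 20% in these data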;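 further: peak over basal fluorescence ratio from a 100 s FLIPR kinetic read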
MEKK2wt PB1 HTS: modulators of MEK5 binding to wildtype MEKK2, primary screen, biochemical, multiplex bead flow cytometry, Alexa488-MEK5; Alexa488-MEK5 binding to MEKK2 WT; actives lie on both sides; binding response (% of control), % at 10 µM; 290,000 compounds, 1.1% hits; in the data active means binding response below about 67% or above about 130%
MEKK2 mut-MEK5: MEK5 binding signal on mutant MEKK2 PB1, primary screen, biochemical, multiplex bead flow cytometry, Alexa488-MEK5; percent response, % at 10 µM; 290,000 compounds, 0.35% hits; Alexa488-MEK5 binding to MEKK2 mutant; in the data active means percent response above about 24%, passing the limit was not always enough; further: inactives centre near 1; some results filed as inactive read as strong as hits; reference of the scale not given here
NALP1 yeast inh: NALP1 inflammasome inhibitors in reconstituted yeast, colorimetric, S. cerevisiae, triplicate retest. S. cerevisiae NALP1/ASC/caspase-1 growth, X-gal OD620, 72 h. 280,000 compounds, 0.61% hits. inhibition, % at 10 µM; in the data active means inhibition mostly above about 24%, no sharp cut-off; inactive means mostly below about 32%; further: some compounds called inactive have numbers as strong as hits
GPR7 antagonist: GPR7 receptor antagonists, primary screen, cell-based, fluorescence, single concentration | 290,000 compounds, 1.1% hits | Neuropeptides B/W receptor type 1 (Homo sapiens), P48145 | GPR7-expressing cells, fluorescence antagonist assay | inhibition, % at 4.4 µM; in the data active means inhibition above about 16%, passing the limit was not always enough;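 further: cells stimulated with the agonist NPW; 0% = agonist with vehicle and 100% = vehicle without agonist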
Target sequence (P48145 whole entry, looked up): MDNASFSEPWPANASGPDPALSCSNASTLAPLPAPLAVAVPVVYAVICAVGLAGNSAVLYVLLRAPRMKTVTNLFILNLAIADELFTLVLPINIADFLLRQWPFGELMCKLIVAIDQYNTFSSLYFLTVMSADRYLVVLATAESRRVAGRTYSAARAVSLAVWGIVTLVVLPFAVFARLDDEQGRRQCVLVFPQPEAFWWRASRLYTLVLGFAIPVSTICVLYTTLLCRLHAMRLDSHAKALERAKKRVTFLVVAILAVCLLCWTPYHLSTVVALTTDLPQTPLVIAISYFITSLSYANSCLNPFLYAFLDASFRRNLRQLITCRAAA
GalR3 antagonist: GalR3 antagonists in HEK293 cells, primary screen, cell-based, fluorescence readout; HEK293 GalR3-CNG cAMP membrane potential fluorescence; galR3 body fused to GalR1 C-terminus; inhibition, % at 3 µM; 360,000 compounds, 0.44% hits;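 active means inhibition above the screen-wide average plus 3 SD, cut at about 13% in these data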;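 further: forskolin and galanin both at EC90 stimulate the cells; cAMP rise reported by CNG channel membrane potential dye signal; 0% = forskolin plus galanin with DMSO and 100% = forskolin alone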
Target sequence (O60755 1-299 limits assumed): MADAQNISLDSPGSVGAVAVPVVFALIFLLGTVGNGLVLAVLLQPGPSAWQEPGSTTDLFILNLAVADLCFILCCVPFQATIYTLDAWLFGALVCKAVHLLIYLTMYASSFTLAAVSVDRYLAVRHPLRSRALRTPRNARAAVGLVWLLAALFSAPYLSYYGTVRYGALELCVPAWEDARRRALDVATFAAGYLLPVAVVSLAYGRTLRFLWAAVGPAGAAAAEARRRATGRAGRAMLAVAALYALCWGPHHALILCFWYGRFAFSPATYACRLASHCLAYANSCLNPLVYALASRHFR
Starred values were filed as active, the others as inactive; / = not tested or not shown.

Compound,PHOSPHO1 block,OXTR ag,V1aR counter,GalR3 antagonist,MEKK2wt PB1 HTS,MEKK2 mut-MEK5,GPR7 antagonist,MEKK3 PB1 HTS,NALP1 yeast inh
O=C(c1ccc2c(c1)OCO2)C1CCCN(C2CCN(CCc3ccccc3)CC2)C1 (configuration not stated),5,0.1,0.8,-7,120,-3,-1,110,17
COc1ccc([N+](=O)[O-])cc1NC(=O)CSc1ccccc1,3,-0.1,1.3,-5,97,0,6,94,23
COc1ccc(Nc2nc(-c3ccccc3)nc3ccccc23)c(OC)c1,-4,30*,5.8,-4,98,-3,-13,100,-22
COCCNC(=O)CCCCCN1C(=O)CCC1=O,14,0.1,0.6,3,112,14,-5,112,26
Cc1ccc(CNC(=O)Nc2ccc(C)cc2)cc1,1,-2.0,-0.7,-5,94,-4,-5,97,-23
Cc1ccc(S(=O)(=O)NNC(=O)Nc2cccc(C)c2C)c(C)c1,42,-0.7,-0.8,2,108,8,-9,102,-2
O=C(Nc1ccccc1)Nc1nnc(-c2cccs2)s1,-12,2.5,1.4,-2,105,13,-11,103,11
Cc1nc(N)sc1Cc1ccc2c(c1)OCO2,25,6.9,3.7,2,102,0,-2,100,-6
CC(=O)Nc1ccccc1-c1nc2ccc(C(=O)N3CCN(c4cc(C)ccc4C)CC3)cc2[nH]c1=O,1,-1.3,0.0,-1,111,7,-11,113,5
NNC(=O)c1ccc(Cl)cc1Cl,-2,-1.3,0.1,-3,103,-1,-2,107,30
CC[C@@H](C)[C@H](NC(=O)CNC(=O)Cc1c(C)c2c(cc(C)c3c(C)coc32)oc1=O)C(=O)O,50,-0.1,0.6,-14,108,4,8,104,12
COc1cccc(OC)c1C(=O)OCC(=O)NCCCc1ccccc1,27,-1.9,-0.1,-8,110,4,1,106,-53
CCOc1ccccc1NC(=O)CSc1nnc(-c2cnccn2)n1CC,-8,1.1,0.8,-3,100,0,-1,97,3
CN(C(=O)c1ccco1)c1nc(-c2ccc(Cl)cc2)cs1,40,0.0,-0.2,-11,106,4,-19,107,17
CCC(Cc1ccccc1)NCc1c(C(=O)O)c(C)n(Cc2ccccc2)c1C (configuration not stated),-16,-0.3,0.7,1,93,-3,-4,98,-6
CCCC(=O)N1CCN(c2ccc(NC(=S)NC(=O)CC)cc2)CC1,0,1.8,2.7,6,99,2,-9,99,0
Cc1ccnc(SCc2cc(=O)c(OC(=O)c3ccccc3)co2)n1,-17,0.7,-0.2,9,103,-1,-10,102,-15
Cc1cc(=O)nc2c3ccccc3n(CC(=O)NC(C)c3ccc4c(c3)OCCO4)n12 (configuration not stated),48,0.5,1.4,-9,101,3,-12,103,11
CCCCn1c(N)c(N(CCC(C)C)C(=O)CN2C(=O)C3CCCCC3C2=O)c(=O)[nH]c1=O (configuration not stated),24,-0.3,0.3,-1,111,9,-9,108,15
C#CCn1c(=NC(=O)c2cc(Cl)sc2Cl)sc2cc(S(N)(=O)=O)ccc21,-10,2.0,1.0,2,103,-2,14,105,37
C/C(O)=C(\N=Nc1cc(C)ccc1O)C(N)=O,45,4.2,4.7,-8,80,-13,0,89,12
COc1cccc(Cn2cc(/C=N/NC(=O)c3cc(O)cc(O)c3)c3ccccc32)c1,23,0.5,4.8,-1,95,-1,-8,100,4
O=C(O)c1ccccc1C(=O)NCCc1c(C(=O)O)[nH]c2ccc(Cl)cc12,22,-0.2,0.6,-6,101,6,-21,106,/
Cn1c(SCc2nc3ccccc3c(=O)[nH]2)nnc1-c1ccco1,14,-0.2,-0.9,-3,97,-3,-2,91,30
CC(C)NC(=O)CN1CCC(c2nc3ccccc3[nH]2)CC1,-26,0.2,-0.2,1,101,1,0,100,-6
CCC(C)c1ccc(NC(=O)COc2c(F)c(F)c(C(F)(F)F)c(F)c2F)cc1 (configuration not stated),-16,-1.6,1.3,-12,106,19,-13,103,14
COc1ccc(NCC(=O)N/N=C2\CCCC(C)C2)cc1 (configuration not stated),-16,/,/,-3,104,2,-1,105,8
COc1ccc(N2CCN(C(c3ccccc3OC)c3nnnn3C3CCCC3)CC2)cc1 (configuration not stated),2,/,/,-5,100,7,4,103,4
Cc1c(C(=O)OC2CCC(C)CC2)[nH]c2c1C(=O)CCC2 (configuration not stated),-14,-0.5,-0.9,2,112,7,-8,107,16
CCOC(=O)c1ccc(CNC(=O)C2CCC(=O)N(Cc3cccc(OC)c3)C2)o1 (configuration not stated),23,-0.1,0.1,-3,110,10,18,102,5

Compounds from the list above that have a thiophene ring, fused or not, in the order listed:
Compound,PHOSPHO1 block,OXTR ag,V1aR counter,GalR3 antagonist,MEKK2wt PB1 HTS,MEKK2 mut-MEK5,GPR7 antagonist,MEKK3 PB1 HTS,NALP1 yeast inh
O=C(Nc1ccccc1)Nc1nnc(-c2cccs2)s1,-12,2.5,1.4,-2,105,13,-11,103,11
C#CCn1c(=NC(=O)c2cc(Cl)sc2Cl)sc2cc(S(N)(=O)=O)ccc21,-10,2.0,1.0,2,103,-2,14,105,37

(next part)
Compound,PHOSPHO1 block,OXTR ag,V1aR counter,GalR3 antagonist,MEKK2wt PB1 HTS,MEKK2 mut-MEK5,GPR7 antagonist,MEKK3 PB1 HTS,NALP1 yeast inh
COc1ccc(-c2cc3nc(C)c(CCC(=O)NC(C)CCc4ccco4)c(C)n3n2)c(OC)c1 (configuration not stated),8,-2.7,-1.2,-2,101,1,5,104,1
CCOC(=O)c1cc(NC(=O)Nc2ccc(Br)cc2)c(C)nc1C,-5,3.7,4.8,-4,108,-1,-1,110,24
O=c1cc(CN2CCN(c3ccccc3F)CC2)c2cc(O)c(-c3ccccc3)cc2o1,1,-0.2,-0.1,4,94,-6,-12,97,29
CS(=O)(=O)N(CC(=O)N1CCCC1)c1cc(Cl)ccc1Cl,25,-0.6,-0.4,-9,111,5,-22,102,8
Cc1ccc(-n2c(=O)c3c(n4cnnc24)-c2ccccc2CC32CCCCC2)cc1,-33,-2.6,0.4,1,98,-2,-11,102,-29
COC(=O)c1ccccc1NC(=O)COC(=O)c1ccc(C)c(NC(=O)c2ccco2)c1,1,0.7,0.0,0,95,-3,-14,97,4
CCC(=O)NNc1ncnc2c1cnn2-c1cccc(C)c1,11,0.0,-0.7,-7,86,-1,2,83,-7
C#CCn1c(=NC(=O)CSC(C)=O)sc2cc(F)ccc21,32,-1.8,5.4,/,98,9,-18,110,2
CCn1cc(C(=O)NCc2ccccc2Cl)cn1,-12,2.3,0.2,3,100,0,-6,97,24
O=S(=O)(c1cccc2ccccc12)N1CCCCC1,/,/,/,-4,99,-2,-9,103,18
O=C(Nc1ccc2c(c1)OCO2)C1CCN(Cc2cc3c(cc2O)OCO3)CC1,23,0.5,0.3,-8,105,5,-7,104,5
O=C(NC(=S)Nc1ccccc1N1CCOCC1)c1ccc(-c2cc(Cl)ccc2Cl)o1,11,0.5,1.1,-4,110,7,3,102,28
CCc1cccc(C)c1NC(=O)CN(C)Cc1ccc(Br)cc1,24,2.7,6.7,-7,95,-1,3,98,4
NC(=S)Nc1ccc2cc[nH]c2c1,-94,-0.1,-0.9,2,98,-2,-2,102,-24
CCn1nc(CC(C)C)cc1C(=O)N1CCCC(Nc2ccc(OC)cc2)C1 (configuration not stated),20,-1.1,0.0,-3,90,-13,0,89,24
CCCn1c(=O)[nH]c(=O)c2c1nc(-c1cc([N+](=O)[O-])ccc1Cl)n2CCOC,31,-0.1,-0.1,-4,98,0,-8,98,8
O=c1[nH]c2ccc(NC(=S)NCc3ccccc3)cc2[nH]1,25,-0.8,1.2,-7,106,-5,-1,106,/
COc1ccc(CCNC(=O)Cn2nc(C)n3nc(-c4ccccc4)cc3c2=O)cc1OC,23,-0.4,0.2,-11,102,7,5,100,-4
O=C(CCN1C(=O)[C@@H]2Cc3ccccc3CN2C1=O)NCc1ccc(Cl)cc1,37,1.4,3.0,-6,108,2,-1,104,1
Cc1cc(F)ccc1NS(=O)(=O)c1c(C(=O)N2CCOCC2)c(C)n(C)c1C,-2,1.7,0.3,-7,99,0,-14,100,23
Cn1c(NC(=O)c2ccccc2F)cc(=O)n(C)c1=O,-5,1.2,0.9,1,105,4,-3,101,-30
CCOC(=O)CSc1nc(-c2ccncc2)ccc1C#N,7,-2.1,-0.1,-7,108,22,13,105,8
CCc1nc(NC(C)C)c2oc3ccccc3c2n1,2,0.6,0.8,-3,110,13,-11,113,-9
Cc1ccc(CNC(=O)C2CC(=O)N(C3CCCCCC3)C2)cc1 (configuration not stated),4,-1.2,0.9,-4,83,-15,-5,82,16
O=C(Cc1ccccc1Cl)Nc1cccc(S(=O)(=O)N2CCOCC2)c1,-8,3.1,3.7,-3,91,9,-9,103,28
O=C(O)CN(CCO)CCN(CC(=O)O)CC(=O)O,26,/,/,/,100,4,-4,109,10
CC(=O)Nc1ccc(S(=O)(=O)N2CCc3cc4c(cc3C2C)OCCCO4)cc1 (configuration not stated),-9,3.0,7.5,4,100,-4,16,100,-9
O=C(CCC(=O)c1ccc(Oc2ccccc2)cc1)Nc1ccc(Cl)cc1Cl,-95,1.7,0.4,-9,96,0,-2,98,-16

An unsorted share of the library. About 5.4% of those tested had a hit in this group.
